# GAA glycogen: GAA glycogen-cleavage inhibition or activation. Potency, µM (highest dose often 76.4 µM), inactives show at the top dose activity change, negative = inhibition, usual class: inhibitors. recombinant GAA, glycogen substrate, Amplex Red glucose oxidase fluorescence. P10253. 0.38% of 300,000 active; active means well fitted inhibition curve with a large enough effect; inconclusive means small, poorly fitted or top-dose-only effect, or another doubt; inactive means no such curve, though single readings can be large or run the other way;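 further: 0% = full enzyme reaction and -100% = no-enzyme basal signal; the screen sought inhibitors and activators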
#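 Recombinant human enzyme (4 nM); glycogen substrate; 37 C, 40 min, pH 5.0. Readout: coupled glucose oxidase/Amplex Red fluorescence.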
# The depositor's hits bear a star; ? = inconclusive; [ ] = remark or other dose. Potency means the concentration at half of the fitted maximal effect. Only part of the results is shown; count on the stated rates, not on these rows.
item	GAA glycogen	mol
1	-1%[76.3 µM]	CC(=O)Oc1c(I)cc(I)cc1C(=O)Nc1ccc(Cl)cc1
2	-15%[76.3 µM]	Cc1ccc(N(CC(=O)N(C)Cc2ccccc2)S(C)(=O)=O)cc1C
3	0%[76.3 µM]	COc1ccccc1NC(=O)c1cnn(-c2ccccc2)c1-n1cccc1
4	-7%[76.3 µM]	CC(=O)c1ccc(NC(=O)CCc2c(C)nc3c(c(C)nn3-c3ccc(C)cc3)c2C)cc1
5	-12%[76.3 µM]	CCCCCCOC(=O)C1=C(C)NC(=O)NC1c1ccc2c(c1)OCO2 (stereo not given)
6	5%[76.3 µM]	Cc1ccc(C2SCC(=O)N2c2ccccc2)cc1 (stereo not given)
7	?	CC(=O)c1cccc(NC(=S)Nc2cccc3ccccc23)c1
8	6%[76.3 µM]	OCc1ccccc1OCCCN1CCC(Cc2ccccc2)CC1
9	2%[76.3 µM]	COC(=O)c1cc2oc3ccccc3c2n1CC(=O)Nc1ccc(C)cc1Cl
10	2%[76.3 µM]	Cc1cccc(NC(=O)N2CCCCCC2)c1
11	1%[76.3 µM]	CN(c1ccccc1C(=O)N1CCN(c2ccccc2F)CC1)S(=O)(=O)c1ccccc1
12	-2%[76.3 µM]	COc1ccc(NC(=O)c2cc3c(=O)n(C)c4ccccc4c3s2)cc1Cl
13	0%[76.3 µM]	CC1(C)CC(=O)C=C(C(=O)NC2CCCc3c2cnn3-c2cc(F)cc(F)c2)O1 (stereo not given)
14	-16%[76.3 µM]	NC(=O)c1ccc(NC(=O)CN2CCN(C(=O)c3ccco3)CC2)cc1
15	5%[76.3 µM]	O=C(O)c1cc2c(cc1NC(=O)c1c(F)cccc1Cl)OCCCO2
16	-1%[76.3 µM]	CCOC(=O)C1CCN(C(=O)Cn2nc(C)n3c(cc4c(OC)cccc43)c2=O)CC1
17	7%	O=C1C2CCCN2C(=S)N1c1ccccc1 (stereo not given)
18	14%[76.3 µM]	Cc1cccc(C(=O)N2CCNC(=O)C2CC(=O)Nc2ccc(F)cc2)c1 (stereo not given)
19	4%	Cc1cc(NC(=O)C(C)Oc2ccccc2)no1 (stereo not given)
20	-11%	Cc1[nH]c(=O)[nH]c(=O)c1S(=O)(=O)Nc1ccc(Br)cc1F
21	-5%[76.3 µM]	C=CCN(c1ccccc1)S(=O)(=O)c1cccc(C(=O)N2CC(C)CC(C)C2)c1 (stereo not given)
22	-15%	COC(=O)[C@@H](Cc1c[nH]c2ccccc12)NC(=O)c1ccc2c(c1)OCO2
23	3%[76.3 µM]	COc1ccc(C2CC(c3ccc(F)cc3)=NN2c2ccccc2)cc1OC (stereo not given)
24	12%	COc1ccc(CNC(=O)CN(C(=O)CCC(=O)Nc2nccs2)c2ccc(C)cc2)cc1
25	12%[76.3 µM]	CCN(CC)C(=O)CSc1nnc2c3ccccc3n(C)c2n1
26	2%	Cc1cc(=O)n2[nH]c(SCc3ccccc3Cl)nc2n1
27	-6%[76.3 µM]	O=C1OC(C(=O)Nc2cc(C(F)(F)F)ccc2Cl)Cc2ccccc21 (stereo not given)
28	11%[76.3 µM]	Cc1nnc(NC(=O)c2nc(S(=O)(=O)Cc3ccccc3)ncc2Cl)s1
29	-6%[76.3 µM]	CCOc1ccccc1C(=O)OCC(=O)NCCNC(=O)COC(=O)c1ccccc1OCC
30	19%[76.3 µM]	CC(C)CC(NS(=O)(=O)c1ccccc1S(=O)(=O)NC(CC(C)C)C(=O)O)C(=O)O (stereo not given)
31	?	COc1ccc2[nH]c(C(=O)O)c(NS(=O)(=O)c3ccc(C)c(C)c3)c2c1
32	12%[76.3 µM]	COc1ccc(C)cc1NC(=O)C1CCCN(S(=O)(=O)c2ccc3[nH]c(=O)ccc3c2)C1 (stereo not given)
33	5%	COc1ccc(NC(=S)N2CCC(NC(=O)c3cccc(C)c3)CC2)cc1
34	2%	CC1(C)CC(NC(=O)COc2ccc(Cl)cc2Cl)CC(C)(C)N1
35	-15%[76.3 µM]	CCn1cc(C(=O)NCc2ccccc2OC)c(=O)c2cc(S(=O)(=O)N3CCCCCC3)ccc21
36	7%[76.3 µM]	Cc1ccc(Cl)cc1N1CCN(C(=O)c2ccc3nc(N4CCC(C)CC4)sc3c2)CC1
37	-5%[76.3 µM]	Cc1cc(C)c(Cn2c3ccccc3c3cnn(CC(=O)NCCC4=CCCCC4)c(=O)c32)c(C)c1
38	-2%[76.3 µM]	NS(=O)(=O)c1ccc(CCNS(=O)(=O)c2cccs2)cc1
39	8%	CC1CCN(CC2C(=O)O[C@@H]3C[C@@]4(C)CCC[C@H](C)C4=C[C@H]23)CC(C)(C)C1 (stereo not given in full)
40	0%[76.3 µM]	COc1ccccc1NC(=O)CCN1CCCCC1
41	-12%	Cc1ccc(NC(=O)c2cc(-c3ccc(C)c(C)c3O)n[nH]2)cc1C
42	12%[76.3 µM]	COc1ccc(N(CC(=O)NC(C)C)C(=O)CCC(=O)Nc2ccccn2)cc1
43	2%[76.3 µM]	Nc1nonc1-n1nnc(C(=O)N/N=C/c2ccc(OCc3ccccc3F)cc2)c1CNc1ccccc1
44	-7%	O=C(/C=C/c1cccs1)N1CCCC1
45	0%[76.3 µM]	COc1ccccc1N1CCN(C(=O)c2cccc(NC3=NC4CS(=O)(=O)CC4S3)c2)CC1 (stereo not given)
46	-8%[76.3 µM]	O=C1CCN(Cc2ccc(Br)cc2)CCN1[C@H](CO)c1ccccc1
47	-11%[76.3 µM]	Cc1c(Cl)cccc1NC(=O)CNC(=O)c1ccco1
48	-13%[76.3 µM]	Cc1ccn2c(Nc3ccc4c(c3)OCO4)c(-c3ccc(Cl)cc3)nc2c1
49	-1%[76.3 µM]	CC(=O)c1ccc(NC(=S)N2CCN(CCO)CC2)cc1
50	-4%[76.3 µM]	O=C(Cc1ccc(Cl)cc1)N1CCC2(CC1)NCCc1[nH]cnc12

# Continuation.
item	GAA glycogen	mol
51	5%	Cc1nc2nc(C)c(NS(=O)(=O)c3ccc(CC(C)C)cc3)c(=O)n2[nH]1
52	1%	CC1CCN(C(=O)CSc2nnc(-c3cccnc3)o2)CC1
53	1%	COc1cccc(C(C(=O)NCC2CCCO2)N(C(=O)Cn2nnc3ccccc32)c2ccccc2C(C)=O)c1OC (stereo not given)
54	-20%	Cc1ccc(-c2onc3ccc(C(=O)O)cc23)cc1
55	?	COc1ccc(NC(=O)CCS(=O)(=O)c2nc(-c3ccc4c(c3)OCO4)cc(C(F)(F)F)n2)cc1
56	-6%[76.3 µM]	COc1cc(Nc2nc3c(S(=O)(=O)c4ccc(C)c(C)c4)nnn3c3ccsc23)cc(OC)c1
57	2%[76.3 µM]	Cc1ncc([N+](=O)[O-])n1CC(=O)Nc1cccc(C(F)(F)F)c1
58	4%	COc1ccccc1-c1nc2c3ccccc3nc(=S)n2[nH]1
59	4%	CN(C)c1ccc(S(=O)(=O)NCC(=O)NCc2ccccc2)cc1[N+](=O)[O-]
60	-4%[76.3 µM]	COc1cc(Cl)ccc1OCc1cc(C(=O)N2CCN(C)CC2)no1
61	6%	Cc1cc(C)n2ncc(-c3cccc(Br)c3)c2n1
62	12%[76.3 µM]	CCCn1c(=O)c2sccc2n2c(CCCC(=O)N3CCN(c4ccccc4)CC3)nnc12
63	12%[76.3 µM]	CCOc1ccc2nc(N3CCCC(C(=O)NCc4ccc(C)cc4)C3)sc2c1 (stereo not given)
64	14%[76.3 µM]	CC(=O)c1ccc(NC(=O)CCCc2nc(-c3cccc(C)c3)no2)cc1
65	-6%	O=C(NCC(O)c1ccccc1)c1cccs1 (stereo not given)
66	10%[76.3 µM]	COc1cc(NC(=O)c2nn(-c3ccc(C)cc3)c(=O)c3c2c2ccccc2n3C)cc(OC)c1OC
67	-4%[76.3 µM]	Cc1nc2scc(C)n2c(=O)c1S(=O)(=O)Nc1ccc(N2CCN(C(=O)C(C)C)CC2)cc1
68	1%[76.3 µM]	Cc1ccc(S(=O)(=O)c2cnc(SCC(=O)Nc3ccc4c(c3)OCCO4)[nH]c2=O)cc1
69	5%	COc1ccc(Cl)cc1C(=O)Nc1ccc2nc3n(c(=O)c2c1)CCCC3
70	?	CCOc1cc(C2C3=C(CC(C)(C)CC3=O)N(CCOC)C3=C2C(=O)CC(C)(C)C3)ccc1O
71	3%[76.3 µM]	CC1(c2ccccc2)NC(=O)N(CC(=O)Nc2ccc(S(N)(=O)=O)cc2)C1=O (stereo not given)
72	3%[76.3 µM]	COc1ccccc1C(=O)NCCn1cc(SCc2ccccc2Cl)c2ccccc21
73	-6%[76.3 µM]	CCS(=O)(=O)c1nc(S(=O)(=O)c2ccc(C)cc2)c(NC(C)c2ccccc2)s1 (stereo not given)
74	-7%[76.3 µM]	Cc1cc(C)cc(N(C(=O)c2snc(C(N)=O)c2N)C(C(=O)NCC2CCCO2)c2ccc(C)o2)c1 (stereo not given)
75	0%[76.3 µM]	O=C(CSc1cccc2cccnc12)Nc1ccccc1F
76	4%[76.3 µM]	O=C(/C=C/c1ccco1)NC(=S)Nc1ccccc1
77	-13%[76.3 µM]	COc1ccc(N2CCN(C(=O)c3oc4ccccc4c3NC(=O)CCc3cc(OC)no3)CC2)cc1
78	-1%[76.3 µM]	Nc1ccc(-c2nnnn2-c2ccc(N)cc2)cc1
79	5%[76.3 µM]	CN(C)c1nc(Nc2ccc(Cl)c(Cl)c2)nc(N(C)C)n1
80	4%[76.3 µM]	O=C(Nc1ccccc1C(=O)O)c1cccc(S(=O)(=O)Nc2ccc(Br)cc2)c1
81	-6%[76.3 µM]	CCCn1nc(NC(=O)c2cccc(Cl)c2)c2cc3cccc(C)c3nc21
82	5%[76.3 µM]	O=C(COc1ccc(S(=O)(=O)NC2CCCC2)cc1)N1CCCCC1
83	-3%	COc1ccc(CNC(=O)CN(C(=O)c2snc(C(N)=O)c2N)c2cccc(F)c2)cc1
84	-3%[76.3 µM]	CC1C(=O)Nc2ccc(S(=O)(=O)NCc3ccc(Cl)cc3)cc2NC1=O (stereo not given)
85	-12%[76.3 µM]	CN(C)c1ccc(-c2nc3ccc(Cl)cn3c2Nc2ccc3c(c2)OCCO3)cc1
86	0%	CC(C)C[C@H](NC(=O)C1CCC(CNC(=O)[C@@H]2CCCN2C(=O)OC(C)(C)C)CC1)C(=O)O (stereo not given in full)
87	11%[76.3 µM]	O=C(NCCc1ccccc1)c1ccc(CSc2nc3ccncc3n2Cc2ccccc2)cc1
88	8%[76.3 µM]	Cc1cccc(C)c1NC(=O)Cn1cc(C=O)c2ccccc21
89	-5%[76.3 µM]	O=C(CNC(=O)c1ccc(=O)[nH]c1)Nc1ccc(F)c(F)c1
90	3%[76.3 µM]	Cc1cccc(CC(=O)Nc2ccc(C(=O)N3CCOCC3)cc2)c1
91	-1%[76.3 µM]	Cc1cccc(NC(=O)NNC(=O)CCc2ccccc2)c1
92	9%[76.3 µM]	CCCN(C(=O)Cn1cc(S(=O)(=O)N2CCN(c3ccccc3F)CC2)c2ccccc2c1=O)c1cccc(C)c1
93	-14%[76.3 µM]	Cc1ccnc(NCc2cc(C)ccc2O)c1
94	4%	COc1cc2c(cc1OC)CN(C(=O)C(CCSC)NS(=O)(=O)c1ccc(C)cc1)CC2 (stereo not given)
95	-1%[76.3 µM]	CCC(=O)N1CCc2cc(S(=O)(=O)NCCc3ccc(S(N)(=O)=O)cc3)ccc21
96	1%[76.3 µM]	COc1cccc(/C=C/c2nc(C#N)c(NCC(C)C)o2)c1
97	-9%[76.3 µM]	CCC(C)(C)NC(=O)CN(C(=O)c1ccc(N2CCCC2)nc1)c1ccc(F)cc1
98	2%[76.3 µM]	CS(=O)(=O)N(CC(=O)N1CCC(C(N)=O)CC1)Cc1ccc(Cl)c(Cl)c1
99	-2%[76.3 µM]	CCOc1nc(Nc2ccccc2F)nc(OCC)n1
100	-3%[76.3 µM]	CCN(CC)CCN(C(=O)c1ccc(S(=O)(=O)N2CCCC2)cc1)c1nc2cc(C)cc(C)c2s1

# The listing continues.
item	GAA glycogen	mol
101	20%[76.3 µM]	Cc1cc(C)n(-c2nc3ccccc3nc2Nc2ccc(Cl)c(Cl)c2)n1
102	19%[76.3 µM]	CC1CCCN(S(=O)(=O)c2ccc([N+](=O)[O-])cc2)C1 (stereo not given)
103	0%[76.3 µM]	O=C(Nc1ccccc1C(=O)N1CCOCC1)c1ccc(Br)cc1
104	-4%	COC(=O)[C@@H]1CC(O)CN1C(=O)C12CC3CC(CC(C3)C1)C2 (stereo not given in full)
105	-3%[76.3 µM]	COC(=O)c1ccc(CNC(=O)C2CCC(=O)N(CCN3CCOCC3)C2)cc1 (stereo not given)
106	-2%[76.3 µM]	CCOc1ccc(-c2cc3nc(C4CCN(C(=O)OC(C)(C)C)CC4)c(C(=O)Nc4cccc(CC)c4)cn3n2)cc1
107	-5%[76.3 µM]	COc1ccc(NS(=O)(=O)c2ccc3oc(=O)c4[nH]c(=O)c(=O)n(C)c4c3c2)cc1
108	-8%[76.3 µM]	CS(=O)(=O)c1ccc(-c2cccc(NC(=O)COc3ccccc3)c2)nn1
109	12%[76.3 µM]	CCOc1ccccc1CNCCSc1nnnn1C
110	-10%[76.3 µM]	CC(=O)N1c2c(cc(Br)cc2S(=O)(=O)Nc2ccc(OC(F)(F)F)cc2)CC1C (stereo not given)
111	1%[76.3 µM]	Cc1ccc2cc(CCNC(=O)CCCc3ccccc3)c(=O)[nH]c2c1C

# Screens: PubChem BioAssay, National Center for Advancing Translational Sciences (NCATS)
